Bioassay records from PubChem.
S aureus QS inh: inhibitors of bacterial quorum sensing in S. aureus | S. aureus RN6390 RNAIII-GFP reporter, AIP-induced, flow cytometry 3 h | inhibition, % at 2 µM | 24,000 tested, 0.3% active | AID 527;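 active = share of bacteria positive for the green fluorescent reporter and its mean brightness both inhibited by 50% or more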;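 note: 0% = AIP-stimulated control and 100% = unstimulated bacteria without AIP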
S aureus QS inh GFP MFI %: also measured in S aureus QS inh; calls as there; inhibition, %; measured here: inhibition of GFP MFI
The depositor's hits bear a star. The list is partial; the hit share may differ from the screen's.

SMILES	S aureus QS inh	S aureus QS inh GFP MFI %
CCOCCCN1C(=O)CN(C2CCCCCC2)C(=O)C1c1ccc(OC)cc1 (stereo unspecified)	-2	-3
Cc1onc(-c2ccccc2Cl)c1C(=O)Nc1ccc(-c2cn3cccnc3n2)cc1	13	28
COC(=O)Cn1c(=O)c2c(nc3n2CC(C)CN3c2ccc(C)c(C)c2)n(C)c1=O (stereo unspecified)	-2	-16
CC(C)C(NC(=O)C1CCCCC1)C(=O)NC1CCN(Cc2ccccc2)CC1 (stereo unspecified)	1	5
Cc1cc(N=Cc2cc(Br)ccc2O)no1	0	1
CC(C)N(CCNC(=O)C1CCC(=O)N1Cc1ccc(F)cc1)Cc1ccccc1 (stereo unspecified)	-1	-3
CCS(=O)(=O)N1CCCC(C(=O)NCCc2ccc(OC)c(OC)c2)C1 (stereo unspecified)	5	14
COc1ccc(-c2nc3n(c(=O)c2C#N)CCCS3)cc1	-9	-15
CCc1nnc(NC(=O)c2ccc(-c3cccc(C(F)(F)F)c3)o2)s1	3	15
COc1cc(OC)c(NC(=O)Cn2cccc2)cc1Cl	1	-16
c1ccc(N2CCN(c3nc4cc5c(cc4s3)OCCO5)CC2)cc1	0	2
COc1cccc(/C(O)=C2/C(=O)C(=O)N(CCN3CCOCC3)C2c2cccnc2)c1 (stereo unspecified)	1	4
CCOc1ccc(C2CC(c3ccc(OC)cc3)n3ncnc3N2)cc1 (stereo unspecified)	-3	10
CC1CN(S(=O)(=O)c2cccc(C(=O)OCc3cc(=O)oc4cc(O)ccc34)c2)CC(C)O1 (stereo unspecified)	0	0
CCOc1ccc(NC(=O)CN2CCN(S(=O)(=O)c3ccc(Cl)cc3)CC2)cc1	2	21
COc1ccc(C2C=C(C)Nc3nc(SC)nn32)cc1 (stereo unspecified)	-4	3
CCOC(=O)COc1nc(OC)nc(N2CCOCC2)n1	-1	-10
CCOC(=O)Cc1csc(NC(=O)c2ccc(S(=O)(=O)N3CCCCC3)cc2)n1	0	-3
O=C(c1cccc(S(=O)(=O)N2CCOCC2)c1)N1CCCC1	-9	-12
COc1ccc2nc(NC(=O)CNS(=O)(=O)c3cccs3)sc2c1	-2	-11
CCOCCCNC(=O)C(c1ccc(C)cc1)N(Cc1ccc2c(c1)OCO2)C(=O)c1cnccn1 (stereo unspecified)	-1	-8
Cc1ccc(-n2nc3c(c2NC(=O)c2ccc4c(c2)OCO4)CSC3)c(C)c1	0	2
COc1ccccc1OC(=O)c1ccc2nsnc2c1	0	-1
Cc1nnc(NCCc2ccccc2)n(N)c1=O	-1	13
O=C(NC(=O)c1ccc(Cl)cc1)Nc1cc(N2CCCCC2)ncn1	-1	2
Next section:
SMILES	S aureus QS inh	S aureus QS inh GFP MFI %
CCOC(=O)C1CCN(S(=O)(=O)c2ccc3c(c2)CCCN3C(C)=O)CC1	-1	-10
Cn1nccc1C(=O)Nc1ccc(OC(=O)c2ccnn2C)cc1	-1	16
CC1CC(C)(C)NC(C)c2ccccc21 (stereo unspecified)	-2	-6
CCOC(=O)c1c(C(=O)OCC)c(C)n(N2C(=O)CSC2=S)c1C	-8	-10
COCCn1c(=O)[nH]c2cc(C(=O)NCCN3CCN(c4cccc(Cl)c4)CC3)ccc2c1=O	10	22
O=C(Cc1ccccc1)Nc1ccc(CN2CCOCC2)cc1	0	10
CCOC(=O)C1CCCN(C(=O)C2CCN(Cc3nc(-c4ccc(Cl)cc4)oc3C)CC2)C1 (stereo unspecified)	2	13
Cc1cc(NC(=O)CCCC(=O)OCC(F)(F)C(F)F)cc(C)c1C(=O)O	-2	-4
CSc1ccc(NC(=O)NCCCN2CCN(c3ccccc3F)CC2)cc1	28	50
COc1ccccc1OCc1ccc(C(=O)OCC2CCCO2)o1 (stereo unspecified)	-2	-3
CN=Cc1sc2ccccc2c1O	-3	4
CN(Cc1cccs1)c1ncnc2sccc12	5	18
COc1ccc(C(=O)Nn2c(SCC(=O)NCC3CCCO3)nc3ccccc3c2=O)cc1 (stereo unspecified)	-2	-6
COC(=O)c1ccc(Cl)c(NC(C)=O)c1	-2	0
CCSc1nnc(NC(=O)CSc2nc3c(c(=O)n2CC)SC(C)C3)s1 (stereo unspecified)	3	13
O=C(NC1CCCCC1)N(Cc1ccccc1)Cc1ccco1	2	19
CCCCN(CCCC)S(=O)(=O)c1ccc2oc(C(=O)N3CCOCC3)c(C)c2c1	1	8
Cn1c(=O)c2cc(S(=O)(=O)NC(Cc3ccccc3)C(=O)NCc3ccco3)ccc2n(C)c1=O (stereo unspecified)	1	5
O=C(NC1CCCC1)C1c2ccccc2C(=O)N1C1CCCCC1 (stereo unspecified)	-6	-23
O=C(C1=C(O)C(=O)N(Cc2ccccc2)C1c1ccncc1)c1ccco1 (stereo unspecified)	0	1
O=C(CSc1nnc(CNC(=O)c2ccco2)o1)c1ccccc1	10	23
Cc1cc(C)cc(-n2nnc(C(=O)NCc3ccc(Cl)cc3)c2N)c1	6	24
O=C1C(SC(F)(F)C(F)F)=C(C(F)(F)F)OC2C3C=CC(C3)C12 (stereo unspecified)	-1	-4
CC1CCN(C(=O)CN(C)S(=O)(=O)c2cccc3nsnc23)CC1	-1	-11
O=c1oc2ccccc2n1CCCOc1ccccc1	-2	-35

Rewritten with the structure last: 5 of the compounds above
S aureus QS inh	S aureus QS inh GFP MFI %	Structure
-1	16	Cn1nccc1C(=O)Nc1ccc(OC(=O)c2ccnn2C)cc1
-2	-6	CC1CC(C)(C)NC(C)c2ccccc21 (stereo unspecified)
-8	-10	CCOC(=O)c1c(C(=O)OCC)c(C)n(N2C(=O)CSC2=S)c1C
10	22	COCCn1c(=O)[nH]c2cc(C(=O)NCCN3CCN(c4cccc(Cl)c4)CC3)ccc2c1=O
0	10	O=C(Cc1ccccc1)Nc1ccc(CN2CCOCC2)cc1

Continuation.
SMILES	S aureus QS inh	S aureus QS inh GFP MFI %
Cc1c(C(=O)N2CCOCC2)oc2ccc(S(=O)(=O)N3CCCC3)cc12	2	6
CCC1CCCCN1CCNS(=O)(=O)c1ccc2c(c1)CCN2C(C)=O (stereo unspecified)	-2	-4
CCN1CCc2c(C#N)c(N3CCCCC3)nc(NCc3ccccc3)c2C1	37	44
COC(=O)c1nc2cc(C)ccn2c1F	-2	-10
CC(=O)N1CCc2cc(S(=O)(=O)NCCC(=O)Nc3cccc(C)c3)ccc21	-10	-40
CCN(CC)c1ncnc2sc(C(=O)N3CCN(c4ccc(OC)cc4)CC3)c(C)c12	11	24
CCN1CCCC1CNCc1ccc(Cl)cc1Cl (stereo unspecified)	0	8
Cc1ccc(S(=O)(=O)N2CCCC(C(=O)NCCCN3CCCCC3C)C2)cc1 (stereo unspecified)	-1	4
O=C(NCCN1CCCCCC1)c1ccc(CS(=O)(=O)c2ccc(Br)cc2)o1	0	-2
N#Cc1nn(-c2ccccc2)nc1N1CCCCC1	-3	-8
Cc1c(C(=O)NCc2ccccc2)oc2ccc(S(=O)(=O)N3CCCC3)cc12	-2	-21
O=C(O)C1CCCN1c1ncnc2c1oc1ccccc12 (stereo unspecified)	-1	-9
Cn1c(=O)cc(OCCCC(=O)N2CCN(c3ccccc3)CC2)c2ccccc21	0	16
CCOc1ccc(C(=O)Nc2c3c(nn2-c2ccc(F)cc2)CS(=O)C3)cc1 (stereo unspecified)	-2	-35
CN1C(=O)C(O)(CC(=O)c2ccccc2O)c2cc(Br)ccc21 (stereo unspecified)	0	3
CCCC1CC(C)(C(=O)Cn2[nH]c(=O)ccc2=O)OC1=O (stereo unspecified)	-2	13
CC1=C(C(=O)Nc2ccccn2)C(c2ccc(N(C)C)cc2)n2ncnc2N1 (stereo unspecified)	-7	-20
CCCCN(C)S(=O)(=O)c1cc(Br)cc2c1N(C(=O)C1CC1)CC2	33	44
CCCNS(=O)(=O)c1cccc2cccnc12	2	2
Nc1nonc1N1CCCCC1	-2	-3
O=C(COC(=O)Cc1cccc(C(F)(F)F)c1)NCC1CCCO1 (stereo unspecified)	-2	-25
Cc1ccc(C)n1-n1c(C)nc2sc(-c3ccccc3)cc2c1=O	1	1
FC(F)(F)c1cc(-c2ccco2)nc(NCc2cccnc2)n1	-1	-3
CN(C(=O)c1cc2sccc2n1C)C1CCCCC1	2	13
O=C(c1ccco1)N1CCN(c2nc3ccccc3n3nnnc23)CC1	-4	-10

Sorted by SMILES length (lowest first): 3 of the compounds above.
SMILES	S aureus QS inh	S aureus QS inh GFP MFI %
N#Cc1nn(-c2ccccc2)nc1N1CCCCC1	-3	-8
CCCCN(C)S(=O)(=O)c1cc(Br)cc2c1N(C(=O)C1CC1)CC2	33	44
Cc1ccc(S(=O)(=O)N2CCCC(C(=O)NCCCN3CCCCC3C)C2)cc1 (stereo unspecified)	-1	4

Following part.
SMILES	S aureus QS inh	S aureus QS inh GFP MFI %
COc1ccc(NC(=O)C2CCN(Cc3cnn(-c4ccccc4)c3-n3cccc3)CC2)cc1OC	3	7
Cc1ccc(S(=O)(=O)Nc2cc(C(=O)N3CCOCC3)ccc2N2CCCCC2)cc1	-1	-9
COc1nc(N(C)C)nc(-n2nnc(C(C)=O)c2C)n1	-1	-9
COc1cc(Cn2c(-c3nonc3N)nc3ccccc32)ccc1C	2	10
Cc1ccc2oc3c(c(=O)c2c1)C(c1cccc(O)c1)N(c1ccccn1)C3=O (stereo unspecified)	-4	-11
c1ccc(Nc2nc(-c3cccnc3)cs2)nc1	-2	-2
Cc1ccc(NC(=O)CCCC(=O)O)c(Br)c1	-9	-7
O=C(CSc1nnc(CNC(=O)c2ccccc2F)o1)c1ccccc1	-2	4
Cc1c(C(=O)O)oc2ccc(S(=O)(=O)N3CCC(C)CC3)cc12	-2	-13
c1ccc(Cc2nn3c(Cn4cnc5ccccc54)nnc3s2)cc1	2	9
O=C1CC(c2ccccc2)C(C(=O)Nc2ccccc2F)N1 (stereo unspecified)	2	20
CCOc1ccccc1NC(=O)c1nc[nH]c1C(=O)Nc1ccccc1OCC	-1	8
CCOC(=O)c1cc2sccc2n1Cc1ccccc1	0	-1
CCN(CC)C(=O)Oc1ccccc1NC(C)=O	0	-6
CCCCN(CC)CCNS(=O)(=O)c1ccc2c(c1)oc(=O)n2C	1	-3
COc1ccc(-c2nnc(SCC(=O)NC(=O)NCc3ccco3)o2)cc1	1	54
O=C(O)Cn1c(SC2CCCCC2)nc2ccccc21	0	21
COc1ccc(-n2c(SCc3ccc(C#N)cc3)nnc2-c2ccccn2)cc1	-2	-7
N#Cc1c(N2C(=O)C3C4C=CC(C4)C3C2=O)sc2c1CCC2 (stereo unspecified)	1	-11
CC1=Nn2c(nnc2-c2ccc(F)cc2)SC1	1	8
O=C(C1CCN(S(=O)(=O)c2cnc[nH]2)CC1)N1CCN(Cc2ccc3c(c2)OCO3)CC1	-8	-14
CCN1CCN(C(=O)CCN2C(=O)COc3ccc(C)cc32)CC1	-2	-7
CCOc1ccccc1N1CC(O)=C(c2nc3ccccc3s2)C1=N	2	6
Cc1ccc(C)c(S(=O)(=O)NCc2ccc(C(=O)N3CCN(C)CC3)cc2)c1	0	13
O=C(Nc1cc(N2CCOCC2)ncn1)NC1(C(F)(F)F)Oc2ccc(Cl)cc2O1 (stereo unspecified)	-1	4

Exported with each value named: four of the compounds above
> c1ccc(Nc2nc(-c3cccnc3)cs2)nc1
  S aureus QS inh: -2
  S aureus QS inh GFP MFI %: -2

> CCOC(=O)c1cc2sccc2n1Cc1ccccc1
  S aureus QS inh: 0
  S aureus QS inh GFP MFI %: -1

> FC(F)(F)c1cc(-c2ccco2)nc(NCc2cccnc2)n1
  S aureus QS inh: -1
  S aureus QS inh GFP MFI %: -3

> O=C(COC(=O)Cc1cccc(C(F)(F)F)c1)NCC1CCCO1 (stereo unspecified)
  S aureus QS inh: -2
  S aureus QS inh GFP MFI %: -25

Some values from the list:
Result for O=C(O)Cn1c(SC2CCCCC2)nc2ccccc21 under S aureus QS inh GFP MFI %: 21
Result for COc1cc(Cn2c(-c3nonc3N)nc3ccccc32)ccc1C under S aureus QS inh GFP MFI %: 10
Result for Cc1ccc(C)c(S(=O)(=O)NCc2ccc(C(=O)N3CCN(C)CC3)cc2)c1 under S aureus QS inh GFP MFI %: 13
Result for O=C(C1CCN(S(=O)(=O)c2cnc[nH]2)CC1)N1CCN(Cc2ccc3c(c2)OCO3)CC1 under S aureus QS inh: -8
Result for CCCCN(CC)CCNS(=O)(=O)c1ccc2c(c1)oc(=O)n2C under S aureus QS inh GFP MFI %: -3
Result for c1ccc(Cc2nn3c(Cn4cnc5ccccc54)nnc3s2)cc1 under S aureus QS inh GFP MFI %: 9
